# PriA SSB inh = blocks PriA binding to SSB C-terminal tail | actives 0.6% (n = 430,000) | inhibition, % at 33 µM | AID 1272365 | AlphaScreen SSBct-PriA binding, biotinylated peptide; in the data active = inhibition mostly above about 37%, no sharp cut-off; inactive = mostly below about 20%;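 also: plate controls were negative control peptide for no effect and reference peptide for full effect; strong numbers were not always called active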
# Active calls of the source: *; i = inactive; & = joins results of further samples.
SMILES,PriA SSB inh
C(=NN1CCN(Cc2cccc3ccccc23)CC1)c1ccco1,30.7
COc1ccccc1NC(=O)N(C1=NCCC1)c1cccc(F)c1,-23.0
CCc1ccccc1NC(=O)Cn1nc(SC)c(S(=O)(=O)c2ccc(F)cc2)c1N,-3.0
Cn1cccc1-c1noc(CNC(=O)c2ccc3noc(-c4ccccc4)c3c2)n1,-3.0
CCC(=NNC(=O)CNC(=O)/C=C/c1ccc(OC)cc1)c1ccccc1,1.9
CC(C)(C)C(Cn1cncn1)=NOC(=O)Nc1ccc(Cl)cc1,-3.5
Cc1ccc(C=NN2CCN(Cc3cccc4ccccc34)CC2)o1,29.7
Cc1nnc2ccc(N3CCN(C(=O)[C@H](C)Oc4ccc5c(c4)OCO5)CC3)nn12,-1.0
Cn1cnc(S(=O)(=O)N2CCC3(CC2)OC(=O)c2ccccc23)c1,0.0
CCOc1cc(C(=O)Nc2nnc(SCC(=O)Nc3nnc(C)s3)s2)cc(OCC)c1OCC,1.0
CC(C)=CCC/C(C)=C/C=NNC(=O)c1ccc([N+](=O)[O-])cc1,-0.2
O=C(Nc1ccccc1Cl)N1CCOC(c2ccc(C(F)(F)F)cc2)C1 (stereo not drawn),-20.0
COc1ccc(-c2ccc(=O)n(CCCNC(=O)c3ccc(F)cc3)n2)cc1,-11.0
O=C(NCCS(=O)(=O)N1CCN(c2ccccn2)CC1)c1cccs1,-8.0
COc1ccc(-c2csc3ncnc(N4CCN(Cc5ccc6c(c5)OCO6)CC4)c23)cc1,-2.0
COc1c2ccc(C(=O)N3CCC(S(=O)(=O)CC(C)C)CC3)cc2nn1C,-2.0
COc1ccc(S(=O)(=O)N2CCC(C(=O)Nc3nc4c(F)cccc4s3)CC2)cc1,-1.0
COC(=O)CS[C@H]1CCN(C(=O)c2ccccc2F)C1,-1.0
CC(C)COc1ccc(S(=O)(=O)NCC2CCN(Cc3ccco3)CC2)cc1,-5.0
COc1ccccc1Oc1nnc(-c2ccc(C)cc2)c2ccccc12,-8.0
O=C(C[n+]1ccccc1)c1cc2ccccc2oc1=O,14.0
COc1ccccc1N1CCN(C(=O)Cc2csc(Nc3ccccc3)n2)CC1,6.0&23.0
Cc1nnsc1C(=O)N1CC(c2nc(-c3ncccn3)no2)C1,-9.0
Cc1cc(C)c(S(=O)(=O)Cc2nc(-c3ccccc3)no2)c(C)c1,-6.0
CC(=NNC(=O)CC1C(=O)NN=C1C)c1cccs1 (stereo not drawn),-11.7
N#Cc1c(NC(=O)c2ccc(C(=O)c3ccccc3)cc2)sc2c1CCC2,-1.0
C=Cc1ccc(CSc2nnc3n(CCC)c(=O)c4cc(Cl)ccc4n23)cc1,-7.0
O=C(NC[C@H](O)c1ccc2c(c1)CCO2)c1ccc(C(F)(F)F)cc1,-17.0
Cc1ccc(OC2CCCN(C(=O)c3ncccn3)C2)nn1 (stereo not drawn),-15.0
Clc1ccc2nc(N3N=C(c4ccc(Br)cc4)CC3c3ccccc3Cl)nc(-c3ccccc3)c2c1 (stereo not drawn),-12.0
CN(C)C(=O)N1CCN(S(=O)(=O)c2ccc(F)cc2)CC1,-8.0
Cc1cc(NC(=O)C(=O)NCC(=O)N2CCOC(c3ccccc3)C2)no1 (stereo not drawn),6.0
O=C(Nc1ccc(-c2ccc3nncn3n2)cc1)c1ccc2c(c1)OCO2,-11.0
COc1ccc(S(=O)(=O)C(CNC(=O)c2cc3ccccc3oc2=O)c2ccco2)cc1 (stereo not drawn),1.0
O=C(Nc1ccc(SCCN2CCCCC2)nn1)c1ccccc1,-16.0
O=C(CSc1nnc(NC(=O)c2cccs2)s1)Nc1ccccc1F,-4.0
O=C1N=c2ccccc2=CC1=Cc1c(O)[nH]c(=S)[nH]c1=O,-1.2
CSCCC(C)(O)CNC(=O)C(=O)Nc1ccc(F)c(Cl)c1 (stereo not drawn),-6.0
COc1ccc(C2(CNC(=O)C(=O)Nc3ccc(OC)cc3OC)CCCC2)cc1,-7.0
O=C(CSc1ccc2nnc(CCNC(=O)c3ccc(F)cc3)n2n1)c1ccccc1,-21.0
CC(C)(C)n1ncc2c(=O)n(NC(=O)Cc3cccs3)cnc21,0.0
O=C(NN=Cc1cccc(F)c1)c1ccc(Cn2cc(Br)c([N+](=O)[O-])n2)o1,14.7
COc1ccc(S(=O)(=O)N2CCCCC2)cc1C(=O)Nc1cccc(C)n1,-2.0
Cc1noc(NS(=O)(=O)c2ccc(NC(=O)CNC(=O)c3c[nH]c4ccccc34)cc2)c1C,0.0
COC(=O)N1CCC(CNS(=O)(=O)c2cccs2)CC1,-20.0
O=C(NCC1(c2cccs2)CC1)C1c2ccccc2Oc2ccccc21,-6.0
COc1ccccc1Nc1nn2c(=O)c3cc(Cl)ccc3nc2s1,-10.0&-3.0
Cc1ccc(-n2nc(C)c(C=NNC(=O)c3cccs3)c2Cl)cc1,3.5
CN1C(=O)C(C)(C)COc2ccc(NC(=O)c3ccc(C(C)(C)C)cc3)cc21,24.0
COc1ccccc1CNC(=O)C(=O)Nc1c(C(N)=O)oc2ccccc12,6.0
O=S(=O)(c1ccccc1)C1CC2CCC(C1)N2S(=O)(=O)C1CC1 (stereo not drawn),91.0*
CCn1nccc1C(=O)Nc1nc2ccc(SC)cc2s1,1.0&10.0
COc1ccccc1N1CCN(S(=O)(=O)c2ccc(F)c(C(=O)Nc3cc(C(F)(F)F)ccc3Cl)c2)CC1,-17.0
O=C(NCCn1nc(-n2cncn2)ccc1=O)Nc1ccc2c(c1)OCCO2,-8.0
NC(=NOC(=O)Cc1ccccc1)c1cccc(Br)c1,-19.5
CC(C)CC(=O)NCCn1ncc2c(N3CCN(c4ccc(F)cc4)CC3)ncnc21,-8.0
O=C(CNC(=O)c1ccccc1C(F)(F)F)N/N=C\c1c[nH]c2ccccc12,-5.0
O=C(Cc1ccsc1)NC1CCN(c2ccc(-c3cccc(F)c3)nn2)CC1,-17.0
CC1(C)COc2ccc(NS(=O)(=O)c3ccc(F)cc3)cc2NC1=O,-12.0
C=CCn1c(SCC(=O)Nc2ccc(F)cc2)nc2scc(-c3cccs3)c2c1=O,-12.0

# Next structures follow:
SMILES,PriA SSB inh
O=C(NCc1ccnc(-c2ccsc2)c1)c1ccc(-c2cccs2)cc1,-7.0
CN(C)c1ccc(C=NNC(=O)c2ccccc2)cc1,4.9
CCOc1ccc(Br)cc1S(=O)(=O)Nc1cccc(-c2ccc(=O)n(C)n2)c1,-7.0
COc1ccccc1C1(CNC(=O)c2cnoc2C)CCOCC1,-5.0
O=C(NN=Cc1sc(=O)[nH]c1-[n+]1ccc2ccccc2c1)c1ccccc1[O-],-6.9
C/C(=N/NC(=S)NCc1ccccc1)c1ccc2ccccc2c1,21.0
Fc1ccc(N2CCN(C(=S)c3ccc(-c4cc(Cl)ccc4Cl)o3)CC2)cc1,-4.0
Cc1ccccc1Cn1c([C@H]2CC(=O)N(c3cccc(C)c3C)C2)nc2ccccc21,1.0
CC1SC(=N/N=C/c2ccco2)N(Cc2ccccc2)C1=O (stereo not drawn),i
COC(=O)c1ccccc1C(=O)N1CCC[C@H](Cc2nc(-c3ccccc3F)no2)C1,-6.0
CC(C)Sc1ccc(CC(=O)NC[C@H](O)c2ccc(C(F)(F)F)cc2)cc1,-15.0
Cc1ccc(Cn2nc3n(C(C)C)c(=O)c4ccc(C(=O)NCC(C)C)cc4n3c2=O)cc1,-13.0
Cc1nnc(SCC(=O)c2cc(C)n(-c3ccccc3F)c2C)s1,-1.0
CN(Cc1ccccc1)S(=O)(=O)c1ccc(C(=O)O)cc1,3.0
CCCCc1ccc2nc(Cl)sc2c1,-3.0
CCOC(=O)c1c(N=Cc2cc(OC)cc([N+](=O)[O-])c2O)sc(C)c1C,-2.3
Cc1nnc(NC(=O)CSc2nnc3[nH]c(=O)cc(-c4ccccc4)n23)s1,-3.0
CCc1cccc(NC(=O)Cn2c(C)cc(C)c(-c3nc(-c4ccc(OC)cc4)no3)c2=O)c1,-13.0
O=C(NC1CCC(Oc2ncccn2)CC1)c1ccc(Cl)s1 (stereo not drawn),-21.0
Cn1nc(C2CC2)cc1N1CCN(C(=O)c2ccncc2)CC1,0.0
CC(=O)c1cccc(NC(=O)Cn2c(=O)c(-c3ccccc3)nc3ccccc32)c1,-4.0
COCCN(CCOC)S(=O)(=O)c1ccc(C(=O)Nc2nnc(-c3ccc(Cl)cc3Cl)s2)cc1,0.0
O=C(Nc1ccccc1F)c1cc(C2CCN(C(=O)c3cc(-c4ccco4)[nH]n3)CC2)[nH]n1,1.0
Cn1cc(C(=O)NCCC2=CCCCC2)c2[nH]c(=O)n(-c3ccc(F)cc3)c(=O)c21,-6.0
O=C1Nc2ccccc2C1(O)CC(=NO)c1ccccc1 (stereo not drawn),0.1
CCCc1cc(=O)n2c(n1)SCC2CC(=O)O (stereo not drawn),16.0
Cc1ccc(C=NNC(=O)c2cccs2)s1,-11.1
O=C(NCCN1CCC(O)CC1)Nc1ccccc1Cl,-2.0
Cc1ccc(=O)n(CCNC(=O)CCc2c(C)noc2C)n1,-8.0
Cc1cccc(OC2CCN(C(=O)Nc3cccs3)CC2)n1,-19.0
C=CCn1c(SCC(=O)c2ccc(C(C)(C)C)cc2)nc2scc(-c3ccccc3)c2c1=O,-9.0&7.0
O=C(CSc1nc2scc(-c3ccc(F)cc3)c2c(=O)n1-c1ccccc1)N1CCCCCC1,-7.0
O=C(NCCS(=O)(=O)N1CCN(c2ncccn2)CC1)c1ccc[nH]c1=O,-12.0
COc1cccc2sc(N(C)CC(=O)N3CCN(c4ccccc4F)CC3)nc12,-2.0
COc1cc(C=NNC(=O)c2ccccc2Cl)ccc1Oc1ccc([N+](=O)[O-])cn1,11.0
Fc1ccc(CNCc2cn3c(-c4ccc(Br)cc4)nnc3s2)cc1,9.0
CCS(=O)(=O)Nc1cccc(C2=NN(C(=O)c3ccc(Br)o3)C(c3ccco3)C2)c1 (stereo not drawn),0.0
O=C(Nc1nc(C(=O)NCCOc2ccccc2)co1)c1ccncc1,-4.0
O=C(c1ccco1)N1N=C(c2ccc[nH]2)CC1c1cccc2nccnc12 (stereo not drawn),14.0
Cc1ccc(C(=O)CSc2nnc3cc(C)c4ccccc4n23)s1,-12.0
O=C(NN=Cc1ccc2ccccc2c1)c1ccc(COc2ccc3c(c2)CCC3)o1,3.9
Cc1cccc(C)c1NC(=O)CC(N)=NO,-2.9
COc1cccc(NC(=S)NN=C2CC3CCC2(C)C3(C)C)c1 (stereo not drawn),12.7
C=CCN1C(=O)C(C)(C)COc2ccc(NC(=O)COc3cccc(C)c3)cc21,12.0
O=C(c1ccno1)N1CCC(Oc2ccc(Cl)cn2)CC1,-20.0
CC(Sc1cccc2cccnc12)C(=O)N1CCCC1 (stereo not drawn),68.0
CCOC(=O)c1c(-c2ccc(OC)cc2)csc1N=CC1C(=O)CCCC1=O,3.9
CCN1C(=O)c2cccc3c(NC(=O)c4cc(Cl)cc(Cl)c4)ccc1c23,1.0
Cc1ccc(S(=O)(=O)N2CCN(c3ncncc3C)CC2)c(C)c1,-8.0
Cc1nonc1C(=O)NN=Cc1cccc(O)c1,-19.7
O=C1CCc2cc(NC(=O)c3ccccn3)ccc2N1,11.0
O=C(COc1ccccc1F)Nc1cccc(-c2nc3ccccc3o2)c1,-9.0
CCn1ncc(/C=C/C(=O)c2ccc(I)cc2)c1C,-3.0
C[C@H](NC(=O)C(=O)NCCc1csc2nc(-c3ccc(Cl)cc3)nn12)c1ccccc1,-15.0
O=C(CS(=O)(=O)c1cn(Cc2ccccc2Cl)c2ccccc12)N1N=C(c2cccs2)CC1c1ccc(F)cc1 (stereo not drawn),-6.0&11.0
Cc1ccc(NC(=O)CSc2cc(-c3nc(C)no3)ccn2)c(Cl)c1,-9.0
CCOC(=O)c1nn(-c2ccc(F)cc2)c(=O)cc1NC(=O)c1cccc(Br)c1,-6.0
O=C(COc1ccccc1)N1CCc2cc(S(=O)(=O)NC3CCCC3)ccc21,-17.0
Cc1ccc2oc(C(=O)Nc3sc4c(c3C(=O)NCc3cccnc3)CCCC4)c(C)c2c1,-13.0
CC(C)c1nnc(SCc2ccccn2)c2c1cnn2-c1ccc(F)cc1,-9.0

# Further structures follow.
SMILES,PriA SSB inh
O=C(CC1CSc2nc3c(c(=O)n21)CCC3)N1CCN(Cc2ccccc2)CC1 (stereo not drawn),-5.0
COC(=O)c1cnn(-c2ccc(F)cc2F)c1C=NNC(=S)NC(C)(C)C,1.4
O=C(NCC#CCN1CCCCC1)[C@H]1CC(=O)N(c2ccc(F)cc2)C1,2.0
O=C(NCc1nn(C2CCCC2)c(=O)c2ccccc12)c1ccno1,4.0

# For reference, some entries already given:
SMILES,PriA SSB inh
CC(C)c1nnc(SCc2ccccn2)c2c1cnn2-c1ccc(F)cc1,-9.0
O=C(CC1CSc2nc3c(c(=O)n21)CCC3)N1CCN(Cc2ccccc2)CC1 (stereo not drawn),-5.0

# Grouped by structure, the compounds so far containing a furan ring, fused or not
SMILES,PriA SSB inh
C(=NN1CCN(Cc2cccc3ccccc23)CC1)c1ccco1,30.7
Cc1ccc(C=NN2CCN(Cc3cccc4ccccc34)CC2)o1,29.7
CC(C)COc1ccc(S(=O)(=O)NCC2CCN(Cc3ccco3)CC2)cc1,-5.0
COc1ccc(S(=O)(=O)C(CNC(=O)c2cc3ccccc3oc2=O)c2ccco2)cc1 (stereo not drawn),1.0
O=C(NN=Cc1cccc(F)c1)c1ccc(Cn2cc(Br)c([N+](=O)[O-])n2)o1,14.7
COc1ccccc1CNC(=O)C(=O)Nc1c(C(N)=O)oc2ccccc12,6.0
Fc1ccc(N2CCN(C(=S)c3ccc(-c4cc(Cl)ccc4Cl)o3)CC2)cc1,-4.0
CC1SC(=N/N=C/c2ccco2)N(Cc2ccccc2)C1=O (stereo not drawn),i
O=C(Nc1ccccc1F)c1cc(C2CCN(C(=O)c3cc(-c4ccco4)[nH]n3)CC2)[nH]n1,1.0
CCS(=O)(=O)Nc1cccc(C2=NN(C(=O)c3ccc(Br)o3)C(c3ccco3)C2)c1 (stereo not drawn),0.0
O=C(c1ccco1)N1N=C(c2ccc[nH]2)CC1c1cccc2nccnc12 (stereo not drawn),14.0
O=C(NN=Cc1ccc2ccccc2c1)c1ccc(COc2ccc3c(c2)CCC3)o1,3.9
Cc1ccc2oc(C(=O)Nc3sc4c(c3C(=O)NCc3cccnc3)CCCC4)c(C)c2c1,-13.0

# Bioassay records (PubChem)

# Not all compounds are listed (hit frequency here may not be typical).
